# Screens: PubChem, several laboratories
# HTR1A agonist: agonists of human 5-HT1a serotonin receptor; P08908; CHO 5-HT1a Ga15 NFAT-bla reporter, FRET ratio; 0% basal, 100% maximal reference agonist; activation, % at 10 µM; actives 0.56% (n = 65,000);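 active means activation above the screen-wide mean activation plus 3 SD, cut at about 19% in these data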;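 further: 0% = DMSO wells and 100% = 5-CT at EC100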
# Jurkat viability: reduces viability or proliferation of Jurkat cells; Jurkat E6.1 viability, ATP luminescence, 48 h; inhibition, % at 4 µM; actives 1.2% (n = 56,000); AID 463;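 active means inhibition above the mean inhibition of all tested compounds plus 3 SD, cut at about 28% in these data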
# 5HT1E antag: 5-HT1E (human) receptor antagonism. P28566. CHO 5-HT1E Ga15 NFAT-bla reporter, FRET, antagonist. inhibition, % at 6 µM. actives 0.99% (n = 65,000);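 active means inhibition above a set limit, the mean inhibition across every tested compound plus 3 SD, cut at about 29% in these data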;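 further: signal is the 460 over 535 nm emission ratio of beta-lactamase substrate; 0% = agonist plus DMSO wells and 100% = wells without agonist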
# 5HT1a antag: antagonists of human 5-HT1a serotonin receptor; P08908; CHO 5-HT1a Ga15 NFAT-bla reporter, antagonist mode; inhibition, % at 10 µM; actives 0.68% (n = 62,000);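 active means inhibition above the mean of all tested compounds plus 3 SD, cut at about 43% in these data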;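 further: receptor stimulated by 5-CT agonist at 100 nM near EC80; beta-lactamase reporter measured by ratiometric fluorescence of a cleavable substrate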
# D1 allo mod: D1 dopamine receptor (human) allosteric modulation; HEK293 D1, CRE-luciferase, dopamine EC30 potentiation; actives deviate in either direction; B-score at 10 µM; actives 5.9% (n = 58,000);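 active means luminescence count or its row- and column-corrected plate score outside the 99.7% band of the plate's sample wells, on either side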
# Target sequence (P21728 whole entry, looked up): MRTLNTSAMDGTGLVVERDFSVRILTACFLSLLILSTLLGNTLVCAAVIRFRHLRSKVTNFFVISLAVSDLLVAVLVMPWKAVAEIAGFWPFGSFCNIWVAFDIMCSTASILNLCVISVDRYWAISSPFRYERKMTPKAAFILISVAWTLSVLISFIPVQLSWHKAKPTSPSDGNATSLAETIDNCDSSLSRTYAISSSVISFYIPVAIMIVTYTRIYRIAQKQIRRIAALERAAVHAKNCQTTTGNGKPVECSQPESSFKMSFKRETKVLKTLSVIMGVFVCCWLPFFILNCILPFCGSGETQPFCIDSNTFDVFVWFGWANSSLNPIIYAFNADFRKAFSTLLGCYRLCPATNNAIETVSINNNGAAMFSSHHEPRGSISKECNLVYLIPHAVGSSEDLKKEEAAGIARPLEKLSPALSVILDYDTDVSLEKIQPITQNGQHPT
# S1P3 agonist: agonists of human S1P3 receptor; S1P3 NFAT-BLA reporter cells, agonism, FRET ratio; relative to 1 µM S1P, basal subtracted; activation, % at 4.5 µM; actives 0.1% (n = 60,000); AID 373;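 active means activation above the screen-wide mean plus 3 SD, cut at about 4.5% in these data, passing the limit was not always enough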; further: some compounds called inactive have numbers as strong as hits
#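 Material: Human S1P3 NFAT-BLA reporter CHO cells | Incubation: Overnight plating, 4 h compound 37 °C, 2 h substrate RT | Signal: FRET β-lactamase substrate fluorescence, excitation 405 nm, 460/535 nm emission ratio, background-subtracted | Compound: 4.5 µM final, single dose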
# 5HT1E ag: agonists of human 5-HT1E serotonin receptor; AID 574; activation, % at 6 µM; CHO 5-HT1E Ga15 NFAT-bla reporter, FRET; 0% DMSO wells, 100% control agonist wells; actives 0.69% (n = 65,000);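 active means activation above a set limit, the screen-wide mean activation plus 3 SD, cut at about 8.5% in these data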;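 further: 100% = positive control agonist at 1 µM giving full maximal response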
# HEK293 NFkB inh: inhibitors of the PMA/ionomycin-induced NF-kB reporter in HEK293 cells; HEK-293 NF-kB luciferase reporter, luminescence; inhibition, % at 3 µM; actives 0.21% (n = 62,000); AID 465;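 active means inhibition above the mean of all tested compounds plus 3 SD, cut at about 40% in these data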;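 further: 0% = stimulated DMSO wells and 100% = 10 µM reference inhibitor 5653914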
#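 Timing: 1 h pretreatment, 16 h stimulation, 37 °C; system: HEK-293 cells with stable firefly luciferase reporter driven by four HIV NF-kB elements; doses: 3 µM once, 0.30% DMSO; measured by: luciferase luminescence; control set: DMSO and 10 µM reference inhibitor; repeats: single test; reagent: PMA plus ionomycin mix as NF-kB-activating stimulus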
# S1P1 ag-PAM: activates or potentiates agonism at human S1P1 receptor. S1P1 CRE-bla cells, forskolin, beta-lactamase FRET, potentiator mode; S1P1 agonist co-added at EC20, 2 nM; 100% = saturating reference agonist, 0% = basal. activation, % at 9.5 µM. actives 0.57% (n = 56,000). AID 449;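 active means activation above a cutoff set at the mean activation of all tested compounds plus 3 SD, cut at about 54% in these data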;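 further: forskolin at 4 µM as EC80 and the EC20 agonist is SEW2871; 100% = SEW2871 at its EC100 plus forskolin at EC80; some compounds past the cut are filed as inactive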
# Target sequence (P21453 whole entry, looked up): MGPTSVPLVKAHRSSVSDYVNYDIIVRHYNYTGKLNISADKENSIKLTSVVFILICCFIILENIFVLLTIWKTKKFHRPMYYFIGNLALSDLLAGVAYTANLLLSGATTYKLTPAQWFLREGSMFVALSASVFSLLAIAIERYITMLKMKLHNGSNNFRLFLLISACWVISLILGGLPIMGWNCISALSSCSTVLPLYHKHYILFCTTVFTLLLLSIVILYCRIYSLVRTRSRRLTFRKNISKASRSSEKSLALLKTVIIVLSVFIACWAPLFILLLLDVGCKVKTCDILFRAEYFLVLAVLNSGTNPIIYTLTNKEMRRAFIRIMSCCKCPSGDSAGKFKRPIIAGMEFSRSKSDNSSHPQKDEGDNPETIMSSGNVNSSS
# Numbers without * were called inactive; nt = no result given.
SMILES,HTR1A agonist,Jurkat viability,5HT1E antag,5HT1a antag,D1 allo mod,S1P3 agonist,5HT1E ag,HEK293 NFkB inh,S1P1 ag-PAM
CCCC(=O)Nc1nnc(Sc2ccc(N(C)C)cc2)s1,-0.7,-4,2,-17,-0.031,-0.7,0.9,8,-20
CC1=CC(c2ccccc2)n2nc(N3C(=O)c4ccccc4C3=O)nc2N1 (stereo not drawn),-0.6,-1,9,6,-0.43,-0.7,-0.6,13,-3
CCOC(=O)Cn1cnc2c(nnn2Cc2ccc(Cl)cc2)c1=O,-4.1,5,-8,-13,-0.17,-0.6,0.1,1,-9
Cc1ccc(S(=O)(=O)NCCNC(=O)C2CCCNC2=O)cc1 (stereo not drawn),-3.2,9,2,3,0.41,0.1,0.3,11,-12
C=CCn1c(NC(=O)c2ccc(C)cc2)c(C#N)sc1=N,-4.5,-12,5,-4,1.7,0.0,-0.1,-26,-25
Cc1ccc(-n2ncc3c(NCc4ccco4)ncnc32)c(C)c1,3.1,5,-3,5,-0.79,-2.0,-0.4,-7,-1
CC1(C)NC(=O)N(CC(O)CN2C(=O)NC(C)(C)C2=O)C1=O,1.6,11,6,5,0.3,-0.9,0.0,-11,7
CCOC(=O)Cn1cc(C(=O)c2cccs2)c2ccccc21,1.4,-10,1,8,0.39,-0.7,-0.2,16,nt
CN(C(=O)c1ccc(=O)[nH]c1)C1(C(=O)NC2CCCCC2)CCCCC1,1.5,nt,-2,4,0.69,nt,0.3,7,nt
O=C(c1ccc(F)cc1)N1CCN(Cc2ccccc2Br)CC1,-2.9,5,8,5,0.063,-1.0,-2.1,14,3
O=C(COC(=O)c1n[nH]c2ccccc12)NC(=O)NC12CC3CC(CC(C3)C1)C2,0.8,1,9,-4,-0.16,-1.3,0.8,13,7
O=C(CCCC(=O)N(CC(=O)NC1CCCCC1)Cc1ccco1)Nc1ccccn1,-0.7,-3,5,17,-0.82,0.1,-0.5,7,-3
Cc1nnc2sc(-c3ccc(NC(=O)c4ccc(-c5ccc(Br)cc5)o4)cc3)nn12,0.7,0,-4,2,-0.4,-1.3,-0.2,4,10
Cc1cccc(-n2c(CCCN3C(=O)c4ccccc4C3=O)nc3ccccc3c2=O)n1,-1.8,3,5,-4,0.015,-1.4,-0.4,11,-21
Cc1ccc(CNC(=O)Nc2cccs2)cc1,0.6,nt,6,-4,nt,nt,-1.2,7,nt
Cc1ccc2[nH]c(=O)c(C(c3nnnn3C3CCCC3)N(Cc3cccnc3)Cc3ccco3)cc2c1 (stereo not drawn),98*,-3,-2,3,0.41,-0.3,2.7,17,-24
Cc1nc(SCC(=O)Nc2ccnc3ccccc23)n[nH]1,-3.2,1,1,-2,-1.1,-1.4,-0.4,13,8
CCOc1ccc(/C=c2\sc3nc(-c4ccco4)nn3c2=O)cc1OCC,-2.9,0,-8,-12,1.2,-0.8,0.6,4,-12
CCN(CC)CCCN1C(=O)C(=O)/C(=C(/O)c2ccc(OC)c(Cl)c2)C1c1ccco1 (stereo not drawn),-1.5,-5,-5,-8,0.0096,-0.8,-0.2,6,-6
Cc1cc(=O)[nH]c2c(C)c(Cl)ccc12,-1.7,-8,6,-33,0.092,-0.3,0.4,11,nt
Brc1ccc(CSc2ncn[nH]2)cc1,-0.9,4,13,19,-1.3,-0.6,-0.8,15,-16
O=C(Nc1ccccc1NC(=O)c1ccco1)c1ccco1,-2.4,-8,9,-2,-0.016,-0.4,-1.0,8,-10
O=C1C2=C(Nc3ccccc3SC2c2ccco2)c2ccccc21 (stereo not drawn),-1.2,3,8,70*,-0.76,-1.6,-0.1,17,9
Cc1ccc(S(=O)(=O)C2(C(=O)Nc3ccc(F)cc3)CC2)cc1,-1.8,-1,-5,2,-0.19,-0.5,0.0,-10,4
COc1ccc(S(=O)(=O)N(C)CC(=O)Nc2ccccc2C(F)(F)F)cc1,-2.4,0,-4,5,-0.009,-0.6,-0.6,2,6
CC(C)CNC(=O)CN(C1CCCCC1)S(C)(=O)=O,-1.6,-1,-6,-8,-0.37,0.2,0.4,12,-42
Cc1cccc(C)c1OCc1nnc(SCC(=O)NCc2ccccc2)o1,1.2,4,-5,-10,-0.034,-0.4,0.1,12,1
NC(=O)c1nn(-c2ccccc2)nc1NC(=O)CN1CCCCC1,-2.2,10,2,1,0.053,-1.1,-0.7,25,-16
CCCCN=C(C)c1c(O)c2ccccc2oc1=O,2.8,-2,-5,-16,0.63,0.6,1.1,-20,-9
COc1cc2ccc(=O)oc2c(O)c1OCC=C(C)C,-0.1,2,3,-9,0.017,0.1,0.9,3,-10

# 4 entries picked at random from the list so far:
SMILES,HTR1A agonist,Jurkat viability,5HT1E antag,5HT1a antag,D1 allo mod,S1P3 agonist,5HT1E ag,HEK293 NFkB inh,S1P1 ag-PAM
O=C(Nc1ccccc1NC(=O)c1ccco1)c1ccco1,-2.4,-8,9,-2,-0.016,-0.4,-1.0,8,-10
Cc1ccc(S(=O)(=O)C2(C(=O)Nc3ccc(F)cc3)CC2)cc1,-1.8,-1,-5,2,-0.19,-0.5,0.0,-10,4
Brc1ccc(CSc2ncn[nH]2)cc1,-0.9,4,13,19,-1.3,-0.6,-0.8,15,-16
Cc1cccc(C)c1OCc1nnc(SCC(=O)NCc2ccccc2)o1,1.2,4,-5,-10,-0.034,-0.4,0.1,12,1

# Other results
SMILES,HTR1A agonist,Jurkat viability,5HT1E antag,5HT1a antag,D1 allo mod,S1P3 agonist,5HT1E ag,HEK293 NFkB inh,S1P1 ag-PAM
Oc1ccc(-c2nc3ccccn3c2NCc2ccc3c(c2)OCO3)cc1,2.8,-3,9,8,0.21,-0.3,0.0,11,-2
Cc1ccccc1-n1c(C)nnc1SCC(=O)NCC1CCCO1 (stereo not drawn),-0.9,-6,-11,3,0.077,-0.2,-0.1,-1,-11
CC(=O)N1CCc2cc(S(=O)(=O)CCC(=O)NCc3ccc4c(c3)OCO4)ccc21,-3.3,-6,-1,-7,0.16,-0.8,0.0,4,-34
CN(C(=O)CSc1nc(N)nn1-c1ccccc1)c1ccccc1,0.2,3,-1,5,11*,-0.5,0.4,0,-19
O=C1N(CCCCN2C(=O)C3(OCCO3)c3ccccc32)c2ccccc2C12OCCO2,-0.7,-1,-9,-3,0.22,-0.7,0.6,11,-11
CC(C)C(c1nnnn1C(C)(C)C)N1CCN(c2cccc(Cl)c2)CC1 (stereo not drawn),0.2,-6,-3,27,-1.1,-0.1,-0.7,27,12
CCCCCn1c(CNC(C)=O)nc2ccccc21,-0.3,nt,0,17,-0.1,nt,-1.3,14,nt
CCN(CC)CCN1C(=O)C(=O)/C(=C(/O)c2ccccc2)C1c1ccccc1F (stereo not drawn),-0.9,5,3,-5,0.045,0.4,0.0,15,-12
CCOC(=O)c1ccc(NC(=O)CSc2nc(C)cc(=O)[nH]2)cc1,1.2,1,-2,0,0.53,-2.7,0.1,10,nt
CC(=O)N(Cc1cc(=O)[nH]c2ccccc12)c1ccc(C)cc1,-0.9,-1,4,-7,0.05,-0.3,0.6,7,16
Cc1ccc(OCCn2nc3ccccc3n2)c(C)c1,-0.8,-4,-6,-8,-0.43,-0.3,0.0,6,nt
COCCn1nnnc1C(c1cc2ccc(OC)cc2[nH]c1=O)N1CCN(C2CCCCC2)CC1 (stereo not drawn),-1.4,1,9,8,-1.2,0.0,-0.7,7,-3
O=C(O)CCc1nc(-c2cccs2)no1,-7.6,-3,-6,8,-1.1,-1.1,0.1,20,-33
COc1cccc(C2=NOC(C(=O)NC(C)C)C2)c1 (stereo not drawn),-0.5,-1,1,-9,0.71,0.7,0.0,1,9
COC(=O)C1C(=O)CC(C)(O)C(C(=O)OC)C1/C=C/c1ccccc1 (stereo not drawn),-0.7,-27,8,4,-0.12,-2.0,-0.6,11,-12
CCn1nc(NC(=O)c2ccco2)c2cc3ccc(C)cc3nc21,3.0,-4,7,-12,0.36,-0.9,0.5,-12,-16
Cc1nc2ccccc2c2oc(C(=O)N3CCN(C(=O)c4ccco4)CC3)cc12,-1.4,-1,7,7,1.2,0.0,-0.7,-3,-26
CCCCn1nnc(NC(=O)c2cc3ccccc3o2)n1,-2.1,-1,6,14,0.41,-1.1,-1.7,-6,7
O=S(=O)(c1cccc(-c2csc(-c3ccccc3)n2)c1)N1CCOCC1,-0.9,nt,0,nt,nt,-2.3,-0.1,nt,5
Cc1ccc(NC2=CC(=O)CC(C)(C)C2)c(N)c1,-0.9,-8,7,19,-1.1,0.0,0.1,8,0
Cc1cc(C(=O)NCCCN2CCCC2=O)cs1,-1.3,-2,2,-8,1.2,-0.2,0.2,5,-11
CCCN(CCC)S(=O)(=O)c1ccc(C(=O)Nc2nnc(-c3cc(OC)cc(OC)c3)o2)cc1,-0.7,6,-8,3,nt,-1.0,0.4,8,1
Cn1ccnc1SCc1cn2ccccc2n1,0.2,8,-7,-5,-1.5,-0.8,0.7,-12,-30
CCOC(=O)c1oc2ccccc2c1NC(=O)c1cccs1,0.4,1,27,27,nt,0.0,-1.1,12,13
Cc1[nH]nc2c1C(c1ccccn1)N(c1ccc(Br)cc1)C2=O (stereo not drawn),-0.9,5,-2,2,0.0073,-0.7,-1.1,9,11
COc1ccc(OCC(=O)Nc2ccccc2OC)cc1,-1.0,1,7,10,0.19,-0.8,-1.0,11,-18
COc1ccc(C(=O)Nc2ccc(-c3ccc(C)o3)cc2)cc1S(=O)(=O)N1CCOCC1,-1.9,6,6,4,-0.32,-0.8,0.2,8,0
COc1ccc(NC(=O)N[C@@H](CCSC)C(=O)O)cc1Cl,1.7,2,-1,11,-0.76,0.0,0.6,16,4
Cc1ccc(-n2nc(C)c3c(-c4cccs4)c(C#N)c(N)nc32)cc1,2.1,4,13,10,-0.89,-0.8,-0.9,14,-10
Nc1cc(Cl)c(N)cc1Cl,-1.1,-8,-9,2,-0.022,-0.4,-0.5,9,-20
CC(=O)Oc1cc2oc(=O)cc(C)c2cc1OC(C)=O,10.0,14,14,-10,-0.074,-1.5,2.8,11,-14
CC(C)(C)OC(=O)NC(CCCCNC=O)C(=O)O (stereo not drawn),-1.7,0,16,0,-0.33,-0.5,0.8,22,17
Cc1cccc(N=C2NC(=O)CS2)c1C,0.5,-1,-7,-10,0.9,-0.7,0.1,28,10
COc1ccccc1CN(CC(=O)NCc1ccco1)C(=O)CNS(=O)(=O)c1ccccc1,-2.4,0,-2,0,0.59,-0.7,-1.4,0,7
Cc1ccc2nsnc2c1S(=O)(=O)NCc1cccnc1,1.5,-2,-8,-11,-0.42,0.4,0.3,9,-6
CC(C)C(OC(=O)CN1C(=O)COc2ccccc21)C(=O)NC1CCCC1 (stereo not drawn),-5.9,-6,-10,19,-0.23,-0.9,0.0,12,14
CCCCCNc1nc(N2CCCC2)c2c(c1C#N)CCN(C)C2,-0.7,nt,-12,nt,nt,-0.5,0.1,nt,-12
